Bioassay records as filed in PubChem BioAssay.
Cardiac RTF inh – cardiac RTF calcium desensitization. inhibition, % at 7.15 µM. 340,000 compounds, 0.12% hits. IANBD-labeled cardiac RTF, Ca2+ fluorescence;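 active means inhibition above the mean inhibition of all tested compounds plus 3 SD, cut at about 17% in these data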;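 further: assay run at fixed EC70 calcium of 1.6 mM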
SR-BI DiI-HDL act – enhances SR-BI lipid uptake from DiI-HDL; CHO ldlA[mSR-BI] cells, DiI-HDL uptake fluorescence, 3 h; 100 = double the neutral-control signal; activation, % at 12.5 µM; 320,000 compounds, 0.096% hits; AID 504775;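 active means mean replicate activation of at least 60% and every replicate at or above 60%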;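 further: 0% = median plate neutral-control signal and 100% = twice that signal; values of inactives mirror those of a sister screen read the other way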
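Assay system: CHO ldlA[mSR-BI] cells, LDL receptor-null, SR-BI overexpressing; medium: Ham's F12 with 0.5% BSA, HEPES 25 mM, pH 7.4; also added: DiI-HDL 10 µg/mL; timing: 3 h uptake period with compound, 37 °C; signal: DiI fluorescence, bottom read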
PvdQ inh – P. aeruginosa PvdQ acylase inhibition; purified PvdQ acylase, fluorescence plate reader; inhibition, % at 10 µM; 340,000 compounds, 0.063% hits; in the data active means inhibition above about 30%, passing the limit was not always enough;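 further: 0% = vehicle neutral wells and 100% = reference inhibitor wells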
DAGLB inhibitor – blocks human DAGLB lipase activity; 340,000 compounds, 0.059% hits; Q8NCG7; inhibition, % at 5.17 µM; HEK293T DAGLB membrane lysate, EnzChek fluorogenic substrate; in the data active means inhibition above about 34%;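 further: 0% = enzyme with vehicle and 100% = wells lacking enzyme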
Keap1 Nrf2 FP – disrupts human Keap1 binding to Nrf2 peptide | Keap1 Kelch-Nrf2 peptide fluorescence polarization, 1536-well | inhibition, % at 9.4 µM | 340,000 compounds, 0.15% hits | AID 504523; in the data active means inhibition above about 12%;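 further: human Keap1 Kelch domain with fluorescein labeled Nrf2 9mer peptide probe; 0% = neutral control wells and 100% = peptide positive control; higher means more block of Keap1 binding to Nrf2 peptide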
PKA-R2B activ – activates the human PKA-R2B holoenzyme complex; P22694+P31323; PKA-R2B holoenzyme dissociation, Cy5-IP20 fluorescence polarization; R2B truncated from residue 108, S112A mutant; 0% DMSO only, 100% 113 µM cGMP; activation, % at 11.4 µM; 340,000 compounds, 0.079% hits; AID 504700;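 active means activation above a cutoff set at the mean over all compounds plus 3 SD, cut at about 18% in these data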;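 further: higher means more holoenzyme dissociation and a rise in polarization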
SR-BI HDL uptake – inhibitors of mouse SR-BI mediated HDL lipid uptake; inhibition, % at 12.5 µM; AID 488896; 320,000 compounds, 0.96% hits; Q61009; ldlA[mSR-BI] CHO cells, DiI-HDL uptake fluorescence, 3 h;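 active means mean replicate inhibition of at least 70% and a set share of replicates each scoring 70 or more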;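 further: 0% = median of neutral control wells and 100% = median of positive control wells; values of inactives mirror those of a sister screen read the other way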
Arrestin-AP2 inh – inhibitors of human beta-arrestin and AP2 interaction; AID 504490; 340,000 compounds, 0.31% hits; inhibition, % at 10 µM; FITC-arrestin peptide / GST-AP2 beads, flow cytometry; AP2 beta2 appendage carries R879A mutation;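 active means inhibition above a set limit, near 3 SD of compounds lacking own fluorescence, cut at about 54% in these data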;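 further: plate controls were DMSO wells for no effect and 5 µM unlabelled arrestin peptide for full effect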
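System: GST-AP2 R879A glutathione beads; medium: PBS, Tween 20 0.05%, BSA 0.1%; reagent: fluorescein-tagged arrestin peptide at 50 nM final; schedule: pre-incubation 12 min, peptide binding 1 h, room temperature; detection: flow cytometry, FL1 (488/535 nm); read-out: inhibition as reduced fluorescein signal on beads, percent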
NSD2 inh – NSD2 (human) methyltransferase inhibition. NSD2 peptide methylation, AlphaScreen, 120 min. O96028. 310,000 compounds, 0.54% hits. AID 743445. inhibition, % at 12.5 µM; in the data active means inhibition above about 50%
Target sequence (O96028 whole entry, looked up): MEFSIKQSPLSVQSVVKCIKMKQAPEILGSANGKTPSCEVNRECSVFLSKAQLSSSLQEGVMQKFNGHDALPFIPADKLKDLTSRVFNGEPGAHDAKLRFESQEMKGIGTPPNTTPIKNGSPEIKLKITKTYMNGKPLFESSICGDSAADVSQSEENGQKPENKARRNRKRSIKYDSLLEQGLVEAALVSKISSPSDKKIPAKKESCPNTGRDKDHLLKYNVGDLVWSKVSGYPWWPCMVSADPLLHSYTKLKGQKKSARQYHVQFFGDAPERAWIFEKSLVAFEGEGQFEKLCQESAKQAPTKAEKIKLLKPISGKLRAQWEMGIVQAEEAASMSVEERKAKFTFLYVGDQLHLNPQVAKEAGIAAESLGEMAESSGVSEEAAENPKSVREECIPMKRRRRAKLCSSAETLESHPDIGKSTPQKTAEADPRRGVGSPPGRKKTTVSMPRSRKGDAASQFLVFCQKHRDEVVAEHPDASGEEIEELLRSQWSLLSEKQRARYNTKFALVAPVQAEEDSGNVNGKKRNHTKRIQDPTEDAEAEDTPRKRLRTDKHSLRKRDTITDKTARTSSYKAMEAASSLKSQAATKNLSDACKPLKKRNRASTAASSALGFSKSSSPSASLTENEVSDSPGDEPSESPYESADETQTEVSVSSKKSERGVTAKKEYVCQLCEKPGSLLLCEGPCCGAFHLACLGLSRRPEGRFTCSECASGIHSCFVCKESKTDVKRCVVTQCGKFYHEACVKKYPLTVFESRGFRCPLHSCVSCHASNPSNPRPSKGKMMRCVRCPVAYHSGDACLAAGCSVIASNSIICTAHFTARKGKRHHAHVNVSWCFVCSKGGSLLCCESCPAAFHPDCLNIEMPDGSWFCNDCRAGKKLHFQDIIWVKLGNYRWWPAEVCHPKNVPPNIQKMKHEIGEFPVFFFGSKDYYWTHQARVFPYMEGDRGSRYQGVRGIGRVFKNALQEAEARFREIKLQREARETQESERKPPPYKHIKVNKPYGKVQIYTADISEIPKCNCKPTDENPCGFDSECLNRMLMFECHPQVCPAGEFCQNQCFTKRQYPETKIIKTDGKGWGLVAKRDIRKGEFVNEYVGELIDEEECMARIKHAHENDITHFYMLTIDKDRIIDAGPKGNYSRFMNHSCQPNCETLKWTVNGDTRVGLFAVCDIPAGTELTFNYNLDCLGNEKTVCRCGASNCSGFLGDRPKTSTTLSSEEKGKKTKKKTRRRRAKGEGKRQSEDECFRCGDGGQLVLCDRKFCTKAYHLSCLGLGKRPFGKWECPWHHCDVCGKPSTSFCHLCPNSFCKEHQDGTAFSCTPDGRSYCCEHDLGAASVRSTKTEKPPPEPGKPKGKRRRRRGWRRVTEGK
C-LANA FP – blocks KSHV LANA C-terminal domain binding to DNA; MBP-C-LANA/FAM-LBS DNA binding, fluorescence polarization; inhibition, % at 9 µM; 340,000 compounds, 0.078% hits; AID 504423;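 active means highest replicate inhibition at or above 60% at 9 µM, even if other replicates fall short; inactive means all replicates below 60% inhibition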;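 further: 0% = neutral control wells and 100% = 4 µM acridine orange control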
Active calls of the source: *; · = no result given. Outcome played no part in choosing rows; overall some 2.1% were active at least once.

A first look, 8 compounds:
Screens by letter: A = Cardiac RTF inh; B = SR-BI DiI-HDL act; C = PvdQ inh; D = DAGLB inhibitor; E = Keap1 Nrf2 FP; F = PKA-R2B activ; G = SR-BI HDL uptake; H = Arrestin-AP2 inh; I = NSD2 inh; J = C-LANA FP
O=C(CCN1CCN(CCO)CC1)Nc1ccccc1
  A: -8.2; B: 7.8; C: -2.6; D: -1.4; E: -2.1; F: -0.5; G: -7.8; H: 1.2; I: -2.2; J: 1.2

O=C(Nc1ccc(Br)cc1)c1cccc(-n2cnnn2)c1
  A: -5.8; B: -32.3; C: -13.4; D: 0.1; E: -0.8; F: -1.3; G: 32.3; H: -0.8; I: -2.9; J: 0.1

Cc1ccc(CC(=O)Nc2ccc(S(=O)(=O)N3CCOCC3)cc2)cc1C
  A: 4.0; B: -10.1; C: -0.5; D: -3.1; E: -2.1; F: -7.6; G: 10.1; H: 9.4; I: -0.8; J: -0.9

CCOP(=O)(OCC)c1nc(/C=C/c2ccccc2)oc1NCc1ccc(OC)cc1
  A: -7.5; B: -21.1; C: -16.7; D: 2.7; E: -4.1; F: -0.9; G: 21.1; H: -7.2; I: -3.4; J: 1.9

Cc1nn(-c2ccc(F)cc2)c(C)c1CN1CCN(Cc2ccccc2)C(CCO)C1 (centres undefined)
  A: -2.7; B: 5.0; C: -3.9; D: 1.6; E: -2.1; F: -1.1; G: -5.0; H: -9.5; I: 0.6; J: -1.0

CCOC(=O)C1CCCN(Cc2ccccc2Cl)C1 (centres undefined)
  A: -5.5; B: 24.7; C: -10.1; D: -4.5; E: 3.2; F: -9.0; G: -24.7; H: -2.1; I: 1.1; J: 9.3

CCOC(=O)c1sc(=NC(=O)c2ccc(C)cc2)n(C)c1C
  A: -3.3; B: 18.5; C: -15.7; D: -5.4; E: 3.2; F: -13.1; G: -18.5; H: -47.3; I: -5.0; J: 0.2

O=C(Nc1ccccc1)Nc1ccc2snnc2c1
  A: 0.3; B: 20.0; C: -0.8; D: 2.2; E: -9.4; F: -8.3; G: -20.0; H: -12.1; I: -0.4; J: -0.2

The list itself, from the start:
Screens by letter: A = Cardiac RTF inh; B = SR-BI DiI-HDL act; C = PvdQ inh; D = DAGLB inhibitor; E = Keap1 Nrf2 FP; F = PKA-R2B activ; G = SR-BI HDL uptake; H = Arrestin-AP2 inh; I = NSD2 inh; J = C-LANA FP
O=C(CCN1CCN(CCO)CC1)Nc1ccccc1
  A: -8.2; B: 7.8; C: -2.6; D: -1.4; E: -2.1; F: -0.5; G: -7.8; H: 1.2; I: -2.2; J: 1.2

O=C(Nc1ccc(Br)cc1)c1cccc(-n2cnnn2)c1
  A: -5.8; B: -32.3; C: -13.4; D: 0.1; E: -0.8; F: -1.3; G: 32.3; H: -0.8; I: -2.9; J: 0.1

Cc1ccc(CC(=O)Nc2ccc(S(=O)(=O)N3CCOCC3)cc2)cc1C
  A: 4.0; B: -10.1; C: -0.5; D: -3.1; E: -2.1; F: -7.6; G: 10.1; H: 9.4; I: -0.8; J: -0.9

CCOP(=O)(OCC)c1nc(/C=C/c2ccccc2)oc1NCc1ccc(OC)cc1
  A: -7.5; B: -21.1; C: -16.7; D: 2.7; E: -4.1; F: -0.9; G: 21.1; H: -7.2; I: -3.4; J: 1.9

Cc1nn(-c2ccc(F)cc2)c(C)c1CN1CCN(Cc2ccccc2)C(CCO)C1 (centres undefined)
  A: -2.7; B: 5.0; C: -3.9; D: 1.6; E: -2.1; F: -1.1; G: -5.0; H: -9.5; I: 0.6; J: -1.0

CCOC(=O)C1CCCN(Cc2ccccc2Cl)C1 (centres undefined)
  A: -5.5; B: 24.7; C: -10.1; D: -4.5; E: 3.2; F: -9.0; G: -24.7; H: -2.1; I: 1.1; J: 9.3

CCOC(=O)c1sc(=NC(=O)c2ccc(C)cc2)n(C)c1C
  A: -3.3; B: 18.5; C: -15.7; D: -5.4; E: 3.2; F: -13.1; G: -18.5; H: -47.3; I: -5.0; J: 0.2

O=C(Nc1ccccc1)Nc1ccc2snnc2c1
  A: 0.3; B: 20.0; C: -0.8; D: 2.2; E: -9.4; F: -8.3; G: -20.0; H: -12.1; I: -0.4; J: -0.2

CCCN(CC(=O)Nc1ccccc1C)C(=O)c1ccc2c(c1)S(=O)(=O)N=C1CCCCCN12
  A: -7.3; B: -1.2; C: -8.5; D: -0.2; E: -1.3; F: -0.4; G: 1.2; H: -22.2; I: -0.2; J: -0.4

CCCNC(=O)c1cnc(-c2ccccc2)nc1-c1ccccc1
  A: -5.3; B: ·; C: -16.8; D: 0.0; E: 0.1; F: -5.8; G: ·; H: -8.5; I: -2.2; J: -4.1

COC(CSc1nc(N)c2c3c(sc2n1)CN(C)CC3)OC
  A: -6.5; B: 5.0; C: 3.6; D: -1.1; E: -0.1; F: -4.2; G: -5.0; H: 9.0; I: 12.0; J: -2.4

CN1CCN(c2nc(-c3ccccc3)ncc2S(=O)(=O)c2ccccc2)CC1
  A: 7.8; B: -37.9; C: 11.2; D: 0.8; E: -0.2; F: -2.2; G: 37.9; H: 22.4; I: 10.2; J: -0.5

COc1cccc(NC(=O)CN2CCN(c3ccccc3F)CC2)c1
  A: 0.6; B: 4.6; C: -6.8; D: -6.9; E: -1.9; F: 1.1; G: -4.6; H: 6.6; I: -0.7; J: -0.3

COc1ccccc1OCC(=O)NN1Cc2ccccc2C1=N
  A: -2.0; B: 5.8; C: -6.1; D: 0.7; E: -0.7; F: -16.4; G: -5.8; H: 6.9; I: 15.1; J: 0.4

CCOc1ccccc1NC(=O)c1cccc2c1C(=O)N(CCOC)C2
  A: 0.1; B: -13.0; C: 2.3; D: 1.6; E: -1.6; F: -1.5; G: 13.0; H: 2.2; I: ·; J: 1.6

(listing goes on)
Screens by letter: A = Cardiac RTF inh; B = SR-BI DiI-HDL act; C = PvdQ inh; D = DAGLB inhibitor; E = Keap1 Nrf2 FP; F = PKA-R2B activ; G = SR-BI HDL uptake; H = Arrestin-AP2 inh; I = NSD2 inh; J = C-LANA FP
COC(=O)c1ccc(NC(=O)CNC(=O)C2CCCCC2)cc1
  A: 4.5; B: 15.3; C: -10.5; D: 1.6; E: -3.9; F: -0.1; G: -15.3; H: -2.6; I: -1.7; J: -0.5

COc1ccc2[nH]c(=O)c(C(c3nnnn3C3CCCC3)N(C)C3CCCCC3)cc2c1 (centres undefined)
  A: -7.0; B: 3.0; C: 1.5; D: 2.1; E: 0.5; F: 7.3; G: -3.0; H: -3.4; I: 11.5; J: 0.8

Cc1ccc(S(=O)(=O)NNC(=S)NCC2CCCO2)cc1 (centres undefined)
  A: 4.4; B: ·; C: -11.1; D: 0.3; E: 2.7; F: -3.0; G: ·; H: -2.5; I: 7.7; J: -0.3

CN(Cc1ccccc1)Cc1c(F)cccc1F
  A: -7.5; B: 22.4; C: -0.7; D: -0.6; E: -0.9; F: -1.4; G: -22.4; H: -9.6; I: -1.9; J: -0.8

CCCn1c(SCC(=O)NC)nnc1C(C)C
  A: -4.1; B: -2.3; C: 2.4; D: 3.1; E: -5.1; F: 5.5; G: 2.3; H: 2.6; I: -3.8; J: -1.0

COc1ccc2c(C(=O)c3ccc(C)cc3)n(CCCC(N)=O)[n+]([O-])c2c1
  A: -12.1; B: 0.5; C: -0.5; D: -0.6; E: -1.7; F: 5.2; G: -0.5; H: 8.7; I: ·; J: -1.4

Cc1c(C(=O)Nc2cccc(S(=O)(=O)N3CCOCC3)c2)oc2ccccc12
  A: 3.9; B: -58.2; C: -3.1; D: -6.0; E: -3.2; F: -3.7; G: 58.2; H: 32.6; I: -1.2; J: 2.1

CC(C)(C)c1cc(C(=O)O)nn1-c1ccccc1
  A: -2.8; B: 6.2; C: -17.9; D: -0.6; E: -0.3; F: -1.4; G: -6.2; H: 0.3; I: -1.5; J: 0.5

CCc1ccc(N2C(=O)Nc3ccccc3C2(O)C(=O)N2CCN(c3ccccn3)CC2)cc1 (centres undefined)
  A: 1.3; B: 2.1; C: -0.5; D: -0.2; E: 0.5; F: -6.7; G: -2.1; H: 12.1; I: -1.4; J: 1.1

CCCC12CN3CC(C)(CN(C1)C3c1ccc(OC)cc1)C2=O (centres undefined)
  A: 5.6; B: -12.7; C: -15.9; D: -2.4; E: -2.1; F: -7.6; G: 12.7; H: 13.2; I: -0.9; J: -1.5

Cc1cccc(NC(=O)CN2C(=O)S/C(=C\c3ccccn3)C2=O)c1
  A: -9.2; B: 7.7; C: -7.2; D: 0.3; E: -0.9; F: -11.2; G: -7.7; H: -10.5; I: -1.0; J: 0.3

CCOC(=O)c1sc(NC(=O)Cc2ccccc2OC)nc1C
  A: 8.3; B: -18.5; C: 7.3; D: -5.1; E: -3.1; F: 0.3; G: 18.5; H: 40.6; I: -1.2; J: -0.9
